Screening results (PubChem)
BRCA1 expr up: activators of BRCA1 expression | MCF7-BRCA1-FFLuc reporter, luminescence, 48 h; response scale: scaled: vehicle 0%, 10 µM genistein 100% | Potency, µM (highest dose often 46.1 µM), without a hit: top-dose activation, hits mostly activators | hit rate 1.1% among 380,000; active = well fitted activation curve with a large enough effect; inconclusive = small, poorly fitted or top-dose-only effect; inactive = no such curve, though single readings can be large or run the other way; note: nearly all actives have a fitted effect of over 80% in size; some results filed as inactive show a strong effect at the top dose
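Luminescence from a BRCA1-driven firefly luciferase in MCF7 cells was the read-out, taken 15 min after substrate addition following 48 h compound exposure at 37 °C. Data were normalized to a 10 microM genistein control and DMSO vehicle.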
An asterisk follows results filed as active; & = joins results of further samples; [ ] = dose if it differs, or a comment. Potency is the fitted concentration of half-maximal effect. The list is partial. The share of hits here may be higher or lower than overall.

A first look (6 entries):
Screening CC(NC(=O)c1ccc2c(c1)N(Cc1ccc(Cl)cc1)C(=O)c1ccccc1S2=O)c1ccccc1 (stereo not given) returned BRCA1 expr up -7.4%.
Screening ClC1=CN(C2=NCCC2)CC1 returned BRCA1 expr up 0.3%.
`CCCS(=O)(=O)NC(=O)C1(C)CCCN(C(=O)c2ccc3ccccc3c2)C1` (stereo not given) gave BRCA1 expr up 11.2%.
Screening CCNC(=O)C1(C)CCN(C(=O)c2cccnc2SC)C1 (stereo not given) returned BRCA1 expr up 17.9%.
For COCCCn1c(=N)c(C(=O)NCC2CCCO2)cc2c(=O)n3cc(C)ccc3nc21 (stereo not given) the results were BRCA1 expr up 15.5%.
`CCn1c(=O)c2sccc2n2c(CCC(=O)Nc3ccc(C(C)C)cc3)nnc12` gave BRCA1 expr up 4.6%.

Main list, from the start:
Screening CC(NC(=O)c1ccc2c(c1)N(Cc1ccc(Cl)cc1)C(=O)c1ccccc1S2=O)c1ccccc1 (stereo not given) returned BRCA1 expr up -7.4%.
Screening ClC1=CN(C2=NCCC2)CC1 returned BRCA1 expr up 0.3%.
`CCCS(=O)(=O)NC(=O)C1(C)CCCN(C(=O)c2ccc3ccccc3c2)C1` (stereo not given) gave BRCA1 expr up 11.2%.
Screening CCNC(=O)C1(C)CCN(C(=O)c2cccnc2SC)C1 (stereo not given) returned BRCA1 expr up 17.9%.
For COCCCn1c(=N)c(C(=O)NCC2CCCO2)cc2c(=O)n3cc(C)ccc3nc21 (stereo not given) the results were BRCA1 expr up 15.5%.
`CCn1c(=O)c2sccc2n2c(CCC(=O)Nc3ccc(C(C)C)cc3)nnc12` gave BRCA1 expr up 4.6%.
`COc1ccc2nc3oc(C(=O)N4CCN(c5cc(C)ccc5C)CC4)cc3cc2c1` gave BRCA1 expr up 13.2%.
Screening C[N+]1(CC(=O)c2ccc3ccccc3c2)CCOCC1 returned BRCA1 expr up 0.0%.
OC[C@@H]1CN(CCN2CCOCC2)C[C@H](n2cnc3c(N4CCOCC4)ncnc32)O1 was read as BRCA1 expr up 0.0%.
`CC(=O)Nc1ccc(S(=O)(=O)NCc2cccn2Cc2cccc(C)c2)cc1` gave BRCA1 expr up 0.0%.
Screening COc1cc(F)ccc1-c1cc(C(=O)NCC2CCCCC2)[nH]n1 returned BRCA1 expr up 0.0%.
Screening CCCCCCCCN1C(=O)[C@H](CC(=O)N2CCSCC2)C[C@@]2(C(=O)OC)CCCCC=C12 returned BRCA1 expr up -15.8%.
CC1(C(=O)NS(=O)(=O)c2ccc3c(c2)CCO3)CCN1C(=O)c1ccccc1CCc1ccccc1 (stereo not given) was read as BRCA1 expr up 4.8%.
`CC(C)c1cccc(-c2csc(C(C)(O)c3cccc(F)c3)n2)c1` (stereo not given) gave BRCA1 expr up -20.5%.
`CCCCC(=O)Nc1ccc(OCc2cc(=O)n3c(C)csc3n2)cc1` gave BRCA1 expr up 5.2%.
`CCN(CC)S(=O)(=O)c1ccc(NC(=O)c2c(C)oc3ncnc(N4CCCCC4)c23)cc1` gave BRCA1 expr up -8.0%.
Screening O=S1(=O)CC(N2CCN(CC3CC3)CC2)CN1Cc1cn(Cc2ccccc2C(F)(F)F)nn1 (stereo not given) returned BRCA1 expr up 18.0%.
O=C(Cn1c(=O)n(Cc2ccco2)c(=O)c2ccc(C(=O)NC3CCCC3)cc21)Nc1ccc(F)cc1 was read as BRCA1 expr up 0.9%.
CCC(Oc1ccccc1)C(=O)Nc1cc(-c2cccc(C)c2)nn1-c1ccccc1 (stereo not given) was read as BRCA1 expr up 7.4%.
Screening Nc1[nH]c(C(=O)c2ccccc2)c(-c2ccncc2)c1C(=O)NC1CC1 returned BRCA1 expr up 20.7%.
For OC(c1ccccc1)(c1ccccc1)C1CCN(CCCOc2ccc3c(c2)CCCC3)CC1 the results were BRCA1 expr up -6.6%.
For CC(C)(C)n1nnnc1C(c1cc2ccccc2o1)N1CCCC1 (stereo not given) the results were BRCA1 expr up 8.4%.
`Nc1ccc[n+](CC(=O)c2ccc(F)cc2)c1` gave BRCA1 expr up -72.2%[inhibitor].
For COCCNC(=O)C1(C)CCN(C(=O)C2(c3ccc(Cl)cc3)CCCC2)C1 (stereo not given) the results were BRCA1 expr up 12.0%.
CCOC(=O)c1c(C)[nH]c(C)c1S(=O)(=O)N1CCCC(C(=O)Nc2cc(C)ccc2C)C1 (stereo not given) was read as BRCA1 expr up 1.5%.
`COc1ccc(F)cc1-c1cc(NC=O)c2ncc(-c3cc(OC)c(OC)c(OC)c3)n2c1` gave BRCA1 expr up -64.4%.
Screening CC1=C(C(=O)Nc2cccc(C(F)(F)F)c2)C2(CCN(C(C)C)CC2)OC1=O returned BRCA1 expr up 4.1%.
For COc1ccc(-n2c(C)nnc2SCc2nc(-c3ccc(OC)c(OC)c3)no2)cc1 the results were BRCA1 expr up 0.5%.
`COc1cccc(CN2c3ccccc3-c3nc(SCC(=O)Nc4ccccc4Cl)ncc3S2(=O)=O)c1` gave BRCA1 expr up -17.6%.
For CCOC(=O)C(CC)Sc1ccc2nnc(-c3ccc(F)cc3)n2n1 (stereo not given) the results were BRCA1 expr up 12.0%.
For CCc1nc2c(OCc3ccc(Cl)cc3)cccn2c1N(C)C(=O)c1ccco1 the results were BRCA1 expr up -61.6%.
Cc1cc(F)ccc1C(O)c1ncc(-c2ccccc2F)[nH]1 (stereo not given) was read as BRCA1 expr up 36.8%.
CCCn1ccc2c(OCC(=O)Nc3cc(C)ccc3C)cccc2c1=O was read as BRCA1 expr up 0.0%.
Screening O=C(C1=NOC2(C1)C(=O)Nc1ccccc12)N1CCCC1 (stereo not given) returned BRCA1 expr up 10.6%.
`COc1ccc(-c2cnc3c(NC(C)=O)cc(-c4ccc(S(C)(=O)=O)cc4)cn23)cc1OC` gave BRCA1 expr up -22.0%.
For Cc1ccc(C)c(Cn2c(SCC(=O)N(C)Cc3ccccc3)nc3ccccc32)c1 the results were BRCA1 expr up -1.1%.
COc1ccccc1CCC(=O)Nc1ccc2c(c1)c(=O)n(C)n2-c1cccs1 was read as BRCA1 expr up -55.7%.
For O=C1CCCC2=C1C(c1ccc(Cl)cc1)N=C(Nc1nc3ccccc3o1)N2 (stereo not given) the results were BRCA1 expr up -6.8%.
O=C(CSc1nc2c([nH]c3ccccc32)c(=O)n1-c1cccc(Cl)c1)NCc1ccccc1 was read as BRCA1 expr up -42.0%.
For CCOC(=O)C(Cc1ccccc1)NC(=O)CCc1c(C)nc2c(c(C)nn2-c2ccc(C)c(C)c2)c1C (stereo not given) the results were BRCA1 expr up 1.8%.

Four entries out of the list, sorted by length of the SMILES, ascending.
For CCOC(=O)C(CC)Sc1ccc2nnc(-c3ccc(F)cc3)n2n1 (stereo not given) the results were BRCA1 expr up 12.0%.
For Cc1ccc(C)c(Cn2c(SCC(=O)N(C)Cc3ccccc3)nc3ccccc32)c1 the results were BRCA1 expr up -1.1%.
Screening CC1=C(C(=O)Nc2cccc(C(F)(F)F)c2)C2(CCN(C(C)C)CC2)OC1=O returned BRCA1 expr up 4.1%.
`COc1cccc(CN2c3ccccc3-c3nc(SCC(=O)Nc4ccccc4Cl)ncc3S2(=O)=O)c1` gave BRCA1 expr up -17.6%.

Carrying on.
`C=Cc1ccc(Cn2c(C)c(C(=O)NCc3cccc(C)c3)sc2=O)cc1` gave BRCA1 expr up 4.0%.
`CCOC(=O)C1CCCN(C(=O)c2ccc3ccccc3c2)CC1` (stereo not given) gave BRCA1 expr up 0.3%.
Screening CC1=C(C(=O)N(C(C)C)C(C)C)CC(CC(=O)NCCCCc2ccccc2)C(=O)N1CCC1=CCCCC1 (stereo not given) returned BRCA1 expr up -33.6%.
O=C(Cc1csc2ccccc12)NCC1CC1 was read as BRCA1 expr up 19.3%.
CCOc1ccc(NC(=O)C(=O)NCCc2sc(-c3ccc(C)cc3)nc2C)cc1 was read as BRCA1 expr up 17.3%.
`CCCNC(=O)C1(C)CCCN(C(=O)c2ccc(OC(F)F)cc2)C1` (stereo not given) gave BRCA1 expr up 0.0%.
For [O-][N+](=NC1C=Cc2ccccc21)C1C=Cc2ccccc21 (stereo not given) the results were BRCA1 expr up -8.4%.
For OC[C@@H]1CN(Cc2ccc3c(c2)OCO3)C[C@H](n2cnc3c(NC4CCCC4)ncnc32)O1 the results were BRCA1 expr up 0.0%.
CC(C)C[C@H]1CN(CCCC[C@@H]2CNC(=O)C(=O)N2CCc2ccccc2)C(=O)C(=O)N1Cc1ccccc1 was read as BRCA1 expr up 8.9%.
C(=C\c1ccnc2ccccc12)/c1ccc(N2CCOCC2)cc1 was read as BRCA1 expr up -28.6%.
`CCCN1CCN(CCNC(=O)Nc2ccc(OC)c(OC)c2)CC1` gave BRCA1 expr up 10.5%.
`O=C(NC1CC1)c1ccc2nc(-c3ccco3)c(-c3ccco3)nc2c1` gave BRCA1 expr up -7.5%.
`CCc1nc2c(OCc3ccc(C(F)(F)F)cc3)cccn2c1N(C)C(=O)C(C)C` gave BRCA1 expr up -15.2%.
Screening O=C(Nc1cccnc1)C1Cc2c(-c3ccco3)ccnc2O1 (stereo not given) returned BRCA1 expr up -9.2%.
O=C1NC[C@H](Cc2ccc(O)cc2)N(C[C@@H]2CCCN2C[C@H](Cc2ccccc2)N2C[C@H](Cc3ccc(O)cc3)N(CC3CCCCC3)C(=O)C2=O)C1=O was read as BRCA1 expr up -4.4%.
Screening COc1ccc(CNC(=O)C2CCC(CNS(=O)(=O)c3ccc4c(c3)CCCC(=O)N4)CC2)cc1 (stereo not given) returned BRCA1 expr up -8.8%.
Screening COc1ccc(C(=O)NCC(=O)OCc2cc(=O)n3nc(C4CCCCC4)sc3n2)cc1 returned BRCA1 expr up 0.2%.
`Cc1c(C(=O)Nc2cccc(C(F)(F)F)c2)oc2ccc3c(c12)C(=O)CC(C)(C)O3` gave BRCA1 expr up 76.9%.
Screening Nc1[nH]c(C(=O)c2ccccc2)c(-c2ccc(Cl)cc2)c1C(=O)NCc1ccccc1 returned BRCA1 expr up 2.7%.
Screening CC1CCN(C(=O)C(C)OC(=O)c2ccc(S(C)(=O)=O)c([N+](=O)[O-])c2)CC1 (stereo not given) returned BRCA1 expr up -51.4%.
Screening Fc1ccccc1-c1nc(NCC2CC2)nc2ccsc12 returned BRCA1 expr up -11.8%.
COc1ccc(C(O)c2nc(-c3ccncc3)cs2)cc1 (stereo not given) was read as BRCA1 expr up -16.0%.
Screening COCCn1c(C)cc(O)c(C(c2ccccc2)N2CCN(c3ccc(F)cc3)CC2)c1=O (stereo not given) returned BRCA1 expr up 13.8%.
Screening C=CCNc1ncnc2c1ncn2[C@H]1CN(Cc2ccc3c(c2)OCO3)C[C@@H](CO)O1 returned BRCA1 expr up 0.6%.
`CCNC(=O)C1(C)CCN1Cc1cc(-c2ccccc2)n(C)n1` (stereo not given) gave BRCA1 expr up -2.9%.
Screening O=C(NCc1ccccn1)[C@@H]1CCCN1C(=O)[C@@H]1CCCN1C(=O)c1cccc2ccccc12 returned BRCA1 expr up 12.3%.
For CC(CC(=O)Nc1ccc2c(c1)c(=O)n(C)n2Cc1ccc(F)cc1)c1ccccc1 (stereo not given) the results were BRCA1 expr up -30.5%.
For Cc1cc(F)ccc1-c1cc(C(=O)Nc2ccccc2)[nH]n1 the results were BRCA1 expr up 57.9%.
`CCCCNC(=O)Cn1c(SCc2cccc(C)c2)nc2ccncc21` gave BRCA1 expr up 55.3%.
Screening O=S(=O)(c1cnc2ccccc2c1)N1CCN(c2nc(-c3cccs3)nc3ccccc23)CC1 returned BRCA1 expr up 0.0%.
For CCNC(=O)C1CCCN(C(=O)Cc2cccs2)CC1 (stereo not given) the results were BRCA1 expr up -0.1%.
Screening CC(C)C[C@@H]1COc2cccc(N3CCC[C@H]3CO)c2S(=O)(=O)N1 returned BRCA1 expr up 0.1%.
`CC(=O)NCCCNC(=S)NCCCN(Cc1ccc(Cl)cc1)c1ccc(Br)cn1` gave BRCA1 expr up -36.0%&0.0%.
For O=[N+]([O-])c1ccc2c(c1)/C(=C/c1ccc(C=S)cc1)C=C2 the results were BRCA1 expr up 0.0%.
CC(=O)[C@@]1(O)Cc2c(O)c3c(c(O)c2[C@H](O[C@H]2C[C@H](N)[C@H](O)[C@H](C)O2)C1)C(=O)c1ccccc1C3=O was read as BRCA1 expr up -57.4%.
For COc1ccccc1NC(=O)NCc1cccn1Cc1ccccc1 the results were BRCA1 expr up -3.1%.
CN(C)c1ccccc1-c1cc(NC=O)c2ncc(-c3cccc(C(F)(F)F)c3)n2c1 was read as BRCA1 expr up -37.5%.
Screening Cc1cc(CNC[C@H]2O[C@@H](n3ccc(=O)[nH]c3=O)[C@H](O)[C@@H]2O)no1 returned BRCA1 expr up 10.4%.
For Cc1ccc2nc(CN3CCN(C(=O)Nc4ccc(C)c(F)c4)CC3)oc2c1 the results were BRCA1 expr up 5.0%.
CC1=C(C(=O)N(C(C)C)C(C)C)CC(CC(=O)NC2CCCCC2)C(=O)N1CCC1=CCCCC1 (stereo not given) was read as BRCA1 expr up -20.5%.
CCCSc1nnc2n(-c3cccc(C)c3)c(=O)c3c4c(sc3n12)CCCC4 was read as BRCA1 expr up -11.1%.
`COc1ccc(CC(N)c2csc(Nc3cnccn3)n2)cc1` (stereo not given) gave BRCA1 expr up 6.8%.
For COc1ccccc1CNC(=O)c1cc(S(=O)(=O)N2CCCC(C)C2)cn1C (stereo not given) the results were BRCA1 expr up -12.0%.
Screening CC(=O)Nc1cc(-c2cccc(C(=O)N(C)C)c2)cn2c(-c3cccc(C(=O)N(C)C)c3)cnc12 returned BRCA1 expr up -3.5%.
`CCOc1ccc(-c2cc(C(=O)Nc3ccc(C)c(NS(C)(=O)=O)c3)[nH]n2)c(C)c1` gave BRCA1 expr up -53.3%.
For CN(C)c1ccc(-c2ccnc3c2CC(C)(C(=O)NCC2CC2)O3)cc1 (stereo not given) the results were BRCA1 expr up 4.7%.
`CCCOc1ccc(-c2cccc(NS(=O)(=O)c3ccccc3)c2)nn1` gave BRCA1 expr up inconclusive.
For COc1ccc2c(CNCc3cccs3)c(C(=O)O)n(Cc3ccc(F)cc3Cl)c2c1 the results were BRCA1 expr up 0.0%.
